RT RNaseH block = HIV-1 RT RNase H inhibitors, primary screen, biochemical, fluorescence | RT-RNase H RNA/DNA duplex cleavage | inhibition, % at 10 µM | 1.9% of 65,000 active; in the data active = inhibition above about 50%
RmlCD inh mix = RmlC and RmlD coupled enzyme inhibitors, primary screen, biochemical, 384-well, compound mixtures, retest; RmlC/RmlD coupled enzyme inhibition, 384-well mixture HTS; inhibition, % at 5.5 µM; 0.39% of 110,000 active; in the data active = inhibition above about 30%, passing the limit was not always enough; note: strong numbers were not always called active
* hit, by the source's call; · = not tested or not shown.

mol	RT RNaseH block	RmlCD inh mix
COC(=O)[C@@]1(Cc2ccc(F)cc2)[C@H]2c3cc(C(=O)N(C)C)[nH]c3C[C@H]2CN1C(=O)c1ccccc1	·	-3
COc1ccc(C(=O)c2ccc(OC)c3cccc(O)c23)cc1OC	·	-11
COc1ccc(CC(=O)NCCN2CCCC2)cc1	·	-5
CCOC(=O)c1cc(C#N)c(SCc2ccc(C#N)cc2)nc1C	-1	7
CNc1nc(C)c(C(=O)c2ccc(Cl)cc2)s1	·	13
CCOC(=O)COc1ccc2c(c1)C(=O)CC(C)(c1cccnc1)O2 (centres undefined)	12	8
Cc1cccc(NC(=O)C2CCN(S(=O)(=O)c3cccc4cccnc34)CC2)n1	-34	7
Nc1nc2n(n1)C(c1c(F)cccc1Cl)CC(c1ccc(F)cc1)N2 (centres undefined)	-1	7
Cc1nn(C)cc1CN(C)C(=O)c1sc2cccc(Cl)c2c1Cl	-31	3
CCCCNc1nc2c(c(=O)[nH]c(=O)n2C)n1CCOc1ccccc1	-3	4
CCOC(=O)c1c(C)[nH]c(C)c1C(=O)COC(=O)CNC(=O)c1ccc(OCC)cc1	-2	-5
CCCSc1nnc(-c2c[nH]c3ccccc23)n1C	-11	-10
CCN(CC)Cc1c(C(=O)OC(C)C)nnn1-c1nonc1N	-1	-17
Cc1ccc(C(=O)CSc2nnc(CNc3ccc(C)cc3C)o2)cc1	-5	-10
CC1=CCC2(CO)COC(c3ccccc3O)C1C2 (centres undefined)	-7	-12
CCOC(=O)C1=C(C)NC(=O)NC1c1c(C)nn(-c2ccccc2)c1Cl (centres undefined)	-14	-3
CCOC(=O)C1=C(NC(=O)c2ccc(Br)o2)Nc2ccccc2N=C1	-6	-6
COc1ccc(-c2cc(C(F)(F)F)n3nc(C)cc3n2)cc1	-4	-8
CCN(CC)S(=O)(=O)c1cccc(C(=O)OCC(=O)C23CC4CC(CC(C4)C2)C3)c1	·	-6
Cc1cc(C)cc(OCC(=O)Nc2cccc(-c3nnc(-c4ccco4)o3)c2)c1	1	-6
CCCC(c1nnnn1CC1CCCO1)N1CCN(c2cc(Cl)ccc2C)CC1 (centres undefined)	3	-9
CS(=O)(=O)c1ccc(-c2nn[nH]n2)cc1	-20	-7
Cc1ccc(C(c2sc3ncnn3c2O)N2CCCCC2)cc1 (centres undefined)	2	10
CS(=O)CSc1nc2c(cc1C#N)CCCC2 (centres undefined)	-6	-9
O=C(CN(CC1CCCO1)C(=O)CCC(=O)Nc1nccs1)NCC1CCCO1 (centres undefined)	-11	-31
O=C(NC1(O)C(=O)c2ccccc2C1=O)c1ccccc1	0	2
Cc1cc(C(=O)CSc2nnc(-c3cccs3)n2Cc2ccccc2)c(C)n1C	-47	-13
COc1cc(OC)cc(C(=O)NCCn2ccc3ccccc32)c1	-11	-27
CC(=O)Nc1ccccc1-c1nn[nH]n1	·	-13
CC(=O)c1nnn(-c2nc(N3CCCC3)nc(N(c3ccccc3)c3ccccc3)n2)c1C	6	11
Cc1noc(C)c1S(=O)(=O)N1CCC(C(=O)Nc2ccc(OC(F)(F)F)cc2)CC1	14	11
CCOc1ccc(-c2nnc(N(CC)C(=O)C3CCC3)s2)cc1	66*	-15
O=C(OCc1cc(-c2ccccc2)no1)c1ccc2ccccc2n1	-3	-27
CCOc1ccccc1C(=O)Nc1ccccc1C(N)=O	-26	4
S=C(NC1CCCCC1)c1ccc2c(c1)OCO2	·	5
COC(=O)C1=C(C)N(Cc2ccccc2)C(=O)N[C@H]1c1ccc(Br)cc1	·	19
CCN1CCN(c2ncc(C(=O)N3CCN(c4ccccc4OC)CC3)c3ccccc23)CC1	-2	·
O=C(NCc1ccccc1)c1cc(-c2ccco2)on1	-2	5
CC(C)(C)C(=O)N1CCN(c2c(Cl)cccc2[N+](=O)[O-])CC1	·	-6
COc1ccc(CNC(=O)CSc2nc(-c3ccccc3)cc(-c3cccs3)c2C#N)cc1	·	-9
Cc1noc(C)c1S(=O)(=O)N1CCCC(C(=O)N2CCN(C3CCCCC3)CC2)C1 (centres undefined)	-12	·
O=C(Nc1ccc(N2CCCCC2)cc1)c1cccnc1Cl	·	8
CCOc1ccc(N(CC(=O)NC2CCCC2)C(=O)CCC(=O)Nc2ccccn2)cc1	4	32
O=c1cc(-c2cccs2)oc2ccc(Cl)cc12	·	11
Cc1ccccc1N(CC(=O)NCC1CCCO1)C(=O)C1(C)CC(=O)N=C2C=CC=CN21 (centres undefined)	5	23
CCN(CC)C(=O)CSc1ncnc2c1nnn2-c1ccc(OC)cc1	-10	-12
COc1ccc(OC)c(N2C(=O)CC(C(C)c3ccccc3)C2=O)c1 (centres undefined)	7	6
CCOC(=O)CSc1nc2ccccc2n1CC(=O)N(C(C)C)C(C)C	-76	3
CSc1ccccc1NC(=O)c1cnc2scc(C)n2c1=O	-31	-2
CCCCn1c(SCC(=O)N2CCCCC2C)nc2cc(S(N)(=O)=O)ccc21 (centres undefined)	·	9
CCOC(=O)c1ccc(NC(=O)C(C)N2C(=O)c3ccccc3C2=O)cc1 (centres undefined)	4	-62
O=C1CN(S(=O)(=O)c2ccccc2)CC(=O)N1CCc1ccccc1	-1	0
Cc1ccc(-c2noc(CCC(=O)N3CCCc4ccccc43)n2)cc1	-5	16
COc1ccccc1CNC(=O)c1ccc(-c2ccccc2Cl)o1	·	-3
CCOc1ccc(NC(=O)C2C3C=CC4(CN(C(C(=O)OC)C(C)C)C(=O)C24)O3)cc1 (centres undefined)	-2	·
CC(Sc1nc(-c2ccccc2)cc(C(F)(F)F)n1)C(=O)Nc1sc2c(c1C#N)CCC2 (centres undefined)	·	6
CCN(CC)S(=O)(=O)c1cccc(-c2nnc(-c3ccc(C)cc3)o2)c1	·	13
COc1ccccc1NC(=O)Cc1noc(CSc2nnc(N)s2)n1	·	-10
O=C(NCc1ccccc1)c1cc2ccccc2o1	·	-11
OCC#CCSc1nnc(-c2ccc(Br)cc2)o1	-4	2

Fetched by structure from the entries so far:
mol	RT RNaseH block	RmlCD inh mix
CCN(CC)S(=O)(=O)c1cccc(-c2nnc(-c3ccc(C)cc3)o2)c1	·	13
COc1ccccc1CNC(=O)c1ccc(-c2ccccc2Cl)o1	·	-3
CC(C)(C)C(=O)N1CCN(c2c(Cl)cccc2[N+](=O)[O-])CC1	·	-6
Cc1ccccc1N(CC(=O)NCC1CCCO1)C(=O)C1(C)CC(=O)N=C2C=CC=CN21 (centres undefined)	5	23
CCOC(=O)CSc1nc2ccccc2n1CC(=O)N(C(C)C)C(C)C	-76	3
CCOc1ccccc1C(=O)Nc1ccccc1C(N)=O	-26	4
CCOC(=O)c1ccc(NC(=O)C(C)N2C(=O)c3ccccc3C2=O)cc1 (centres undefined)	4	-62

Following part.
mol	RT RNaseH block	RmlCD inh mix
Nc1nc2c(s1)C(=O)CC(c1ccccc1)C2 (centres undefined)	·	3
CCOC(=O)Cn1nc(Cc2ccccc2)c2ccccc2c1=O	·	-17
Cc1nnc(Sc2c(N)n(C)c(=O)[nH]c2=O)s1	·	56
CCOC(=O)C1CCCN(C(=O)c2sc3nc(C)nc(N(CC)CC)c3c2C)C1 (centres undefined)	·	8
Cc1ccc(CNC(=O)CCNC(=O)Cn2ccc3ccccc3c2=O)o1	-4	-44
COC(=O)c1cc(OC)c(OC)cc1NC(=O)C(C)Sc1ccc(C)cc1 (centres undefined)	·	-12
COc1ccc(N2C(=O)CC(N3CCC(n4c(=O)[nH]c5ccccc54)CC3)C2=O)cc1 (centres undefined)	·	6
O=C(Nc1ccc2ccccc2c1)c1cccnc1	-16	16
O=C(CSCc1ccccn1)Nc1ccccc1	-5	-1
Cn1c(=O)c2c(SCc3ccccc3)nc(-c3ccco3)nc2n(C)c1=O	52*	-6
Cc1[nH]n(-c2cccc3ccccc23)c(=O)c1/C=N/c1sc2c(c1C#N)CCC2	·	-19
O=C(NCc1cccs1)C1CCCN(S(=O)(=O)c2ccc3c(c2)OCO3)C1 (centres undefined)	-13	-13
COc1ccc(C(=O)COc2ccccc2N2C(=O)C3C4C=CC(C4)C3C2=O)cc1 (centres undefined)	·	3
Cc1csc(NC(=O)CSc2nnc(C)s2)n1	-3	·
COc1ccc(C2CC2/C(=N/OC(=O)c2cccs2)c2ccccc2)cc1 (centres undefined)	·	-12
COc1ccc(N2CCN(Cc3nc4ccsc4c(=O)[nH]3)CC2)cc1	·	8
Cc1cc(N/C=C/C(=O)c2ccc(Br)cc2)no1	·	-5
COC(=O)CSc1nnc(CNc2ccc(F)cc2)o1	-6	5
COc1ccc(-n2c(SCc3nnc(-c4ccccc4)o3)nnc2-c2ccccc2)cc1	0	-4
O=C(c1cccc(N2CCCC2=O)c1)N1CCC2(CC1)OCCO2	-21	3
Cc1cccc(N(C(=O)CCC(=O)Nc2cc(C)on2)C(C(=O)NC2CCCC2)c2ccncc2)c1 (centres undefined)	5	2
CCc1cc2c(=O)n(-c3ccccc3)c(=S)[nH]c2s1	·	7
CCN(CC)S(=O)(=O)c1cc([N+](=O)[O-])ccc1NNC(=O)Nc1ccc(Cl)c(Cl)c1	·	-10
OCCN(Cc1ccccc1)Cc1ccc(F)c(F)c1	-12	5
c1csc(-c2csc3ncnc(NCCCN4CCOCC4)c23)c1	-9	-10
COc1ccc(N2CCN(CCNC(=O)c3c(C)cc(=O)oc3C)CC2)cc1	19	1
CCN(CC)C(=O)CSc1nnc([C@@H](NC(=O)OC(C)(C)C)C(C)C)o1	1	-2
Cc1cc(C)c2c(=O)[nH]n(C3CC(C)N(C)CC3C)c2n1 (centres undefined)	-12	16
Cn1cnnc1SCC(=O)Nc1ccccc1	-5	5
CCn1c(=O)c2cc(C(=O)N3CCN(C)CC3)sc2c2ccccc21	·	-11

Next section, overlapping the part above by three compounds.
mol	RT RNaseH block	RmlCD inh mix
Cc1cc(C)c2c(=O)[nH]n(C3CC(C)N(C)CC3C)c2n1 (centres undefined)	-12	16
Cn1cnnc1SCC(=O)Nc1ccccc1	-5	5
CCn1c(=O)c2cc(C(=O)N3CCN(C)CC3)sc2c2ccccc21	·	-11
COCCNc1nc(C)cc(-c2cc(C(=O)NC3CCCC3)on2)n1	·	-4
C=CCSc1nc2c(cnn2-c2ccc(C)c(C)c2)c(=O)[nH]1	58*	5
COc1ccc(OC)c(NC(=O)C2C3CC4OC(=O)C2C4C3)c1 (centres undefined)	-5	11
CC(CN1CCOCC1)OC(=O)c1cccs1 (centres undefined)	·	-8
CC(=O)Nc1c(C(=O)N2CCOCC2)sc2nc3c(cc12)COC(C)(C)C3	-6	-9
CN1C(=O)CC(c2ccco2)Sc2ccccc21 (centres undefined)	-23	0
NC(=O)C1CCCN(C(=O)c2ccc(Cl)cc2)C1 (centres undefined)	-4	-10
CCNC(=O)CC1C(=O)N(c2ccc(F)cc2)C(=O)N1Cc1ccccn1 (centres undefined)	-15	7
Cc1cc(NC(=O)COC(=O)C(Cc2ccccc2)NC(=O)c2ccco2)no1 (centres undefined)	-1	-2
COc1ccc2c(c1)c1c3n2CCN(C)C3=NCC1	-18	15
CC(=O)c1sc(NC(=O)c2c(F)cccc2F)nc1C	·	14
Cc1ccc(N(CCCCN2C(=O)c3ccccc3C2=O)C(=O)c2cccc([N+](=O)[O-])c2)cc1	·	-1
Cc1nn(C)c(C)c1NS(=O)(=O)c1ccccc1	-1	-13
CC(C)NC(=O)C1CCCN(c2nnc(-n3cccc3)s2)C1 (centres undefined)	5	10
CC(C)(C)NC(=O)COc1ccc(-c2ccccc2)cc1	·	3
O=C(c1ccco1)N1CCN(S(=O)(=O)c2ccc(Oc3ccccc3)cc2)CC1	-11	-5
O=C(NCCN1CCN(C(=O)Nc2ccccc2)CC1)Nc1ccccc1	-10	-9
COn1c(SCc2cccc(Cl)c2)nc2ccccc2c1=O	·	3
C=CCNC(=S)NNC(=O)c1csc(C)c1CC	·	9
COC(=O)C(Cc1ccc(OC(=O)c2ccccc2Cl)cc1)N1Cc2ccccc2C1=O (centres undefined)	·	-9
Nc1ccccc1NC(=O)c1ccccc1	-3	2
O=C(COC(=O)c1ccccc1C(=O)c1ccc(Cl)c([N+](=O)[O-])c1)NC1CCCCCC1	·	-20
O=C(NCC(=O)N(Cc1ccccc1)C(C(=O)NCC1CCCO1)c1ccccc1)c1cccs1 (centres undefined)	·	-6
CCOC(=O)Cc1nnc2c(Nc3ccc(Cl)cc3)nc3nonc3n12	-32	-9
O=C(NCc1ccncc1)c1c(F)c(F)c(F)c(F)c1F	-7	2
COc1ccc(S(=O)(=O)N2CCC(NC(=O)OCc3c(Cl)cccc3Cl)CC2)cc1	·	2
O=C(Nc1cccc(Cl)c1Cl)c1snnc1-c1ccccc1	·	7
CCn1c(=O)n(CCc2ccccc2)c(=O)c2c3c(sc21)CCCC3	·	-5
O=C(NCc1ccco1)C1CCN(S(=O)(=O)c2ccc(-n3cnnn3)cc2)CC1	6	-9

An excerpt; rates above refer to the full screens.
